HEK293 tox: qHTS of GLP-1 Receptor Inverse Agonists: Cytotox Screen. HEK293 cAMP-luciferase reporter cells, luminescence, 24 h. Potency, µM (series often up to 38.3 µM), inactives show at the highest dose activity change, negative = inhibition, hits mostly inhibitors. 410,000 tested, 0.13% active. AID 624418, 2012;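 note: loss of luciferase light is scored as toxicity; % is set by controls: 0 for no effect and ±100 for the full control effect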
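To flag toxic compounds, the library was rerun on cells for 24 hr at 37 deg C and 5% CO2. Viability-linked luminescence was captured 12 min after adding luciferase detection reagent.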
GLP-1R inv ag: qHTS of GLP-1 Receptor Inverse Agonists (Inhibition Mode). Glucagon-like peptide 1 receptor (Homo sapiens), P43220. HEK293 GLP-1R CRE-luciferase, luminescence, 24 h; GLP-1R form is constitutively active. Potency, µM (highest dose often 38.3 µM), for inactives: at the top dose activity change, negative = inhibition, hits mostly inhibitors. 410,000 tested, 1.6% active; note: % is set by controls: 0 for no effect and ±100 for the full control effect; nearly all actives have a fitted effect of over 55% in size
Target sequence (P43220 whole entry, looked up): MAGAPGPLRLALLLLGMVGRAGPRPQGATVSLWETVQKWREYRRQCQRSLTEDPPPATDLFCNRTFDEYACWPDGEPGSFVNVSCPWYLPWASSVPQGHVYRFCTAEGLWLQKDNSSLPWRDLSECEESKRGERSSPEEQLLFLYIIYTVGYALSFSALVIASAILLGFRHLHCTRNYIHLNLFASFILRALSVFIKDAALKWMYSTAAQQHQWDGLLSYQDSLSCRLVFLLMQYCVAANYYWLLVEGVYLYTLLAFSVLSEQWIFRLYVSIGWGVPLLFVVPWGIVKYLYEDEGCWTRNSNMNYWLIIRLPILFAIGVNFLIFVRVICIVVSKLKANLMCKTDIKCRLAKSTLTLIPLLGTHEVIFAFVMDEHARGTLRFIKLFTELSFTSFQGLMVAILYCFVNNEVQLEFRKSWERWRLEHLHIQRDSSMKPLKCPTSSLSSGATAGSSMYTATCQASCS
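Cells are plated, allowed 12 hours at 37 deg C, then treated with compounds for 24 hr before luciferase detection reagent is added and luminescence is read after 12 min at room temperature. The HEK293 line carries constitutively active GLP-1R with a cAMP-responsive reporter.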
PTHR1 agonist: qHTS for PTHR1 Agonists: Primary Screen | HEK293 GP2 PTHR1 cells, GloSensor cAMP luminescence, 1 h | 410,000 tested, 0.075% active | AID 743266, 2014 | Potency, µM (doses to about 115 µM), for the others: top-dose activation, usual class: activators | Parathyroid hormone/parathyroid hormone-related peptide receptor (Homo sapiens), Q03431; note: nearly all actives have a fitted effect of over 55% in size; some results filed as inactive show a strong effect at the top dose; inactives centre near -15; many of its hits are not listed in these tables
Target sequence (Q03431 whole entry, looked up): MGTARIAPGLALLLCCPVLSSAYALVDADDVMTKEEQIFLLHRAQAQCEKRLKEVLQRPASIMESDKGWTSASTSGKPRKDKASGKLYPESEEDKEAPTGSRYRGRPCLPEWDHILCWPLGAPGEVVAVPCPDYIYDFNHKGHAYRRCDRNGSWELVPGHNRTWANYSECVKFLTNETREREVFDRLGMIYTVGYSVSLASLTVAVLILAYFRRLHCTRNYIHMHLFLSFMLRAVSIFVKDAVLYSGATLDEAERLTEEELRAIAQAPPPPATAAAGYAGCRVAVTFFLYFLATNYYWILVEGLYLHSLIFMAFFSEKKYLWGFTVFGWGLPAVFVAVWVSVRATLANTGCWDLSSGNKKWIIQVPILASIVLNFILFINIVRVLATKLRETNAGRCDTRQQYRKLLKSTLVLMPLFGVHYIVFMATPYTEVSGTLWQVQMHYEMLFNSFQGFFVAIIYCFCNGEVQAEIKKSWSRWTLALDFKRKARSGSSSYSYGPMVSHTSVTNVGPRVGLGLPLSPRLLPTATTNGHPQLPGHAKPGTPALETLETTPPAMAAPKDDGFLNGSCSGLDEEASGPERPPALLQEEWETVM
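HEK-293-derived GP2 cells expressing PTHR1 and a GloSensor cAMP reporter, 3,000/well, plated overnight, given luciferin plus IBMX (each 0.5 mM as added) for 1 h at 37 °C, then compound for 1 h at 37 °C. Luminescence was read after 15 min at room temperature.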
Active calls of the source: *; i = inactive; ? = inconclusive; [ ] = dose if it differs, or a comment. Calls come from the whole dose curve; as a rule, active = well fitted curve in the direction sought with a large enough effect; inconclusive = small, poorly fitted or top-dose-only effect, or another doubt; inactive = no such curve, though single readings can be large; an effect the other way counts as inactive or inconclusive. Potency is the fitted concentration of half-maximal effect.

SMILES	HEK293 tox	GLP-1R inv ag	PTHR1 agonist
COc1ccc(CCNC(=O)Cn2cc(S(=O)(=O)Cc3ccccc3Cl)c3ccccc32)cc1OC	-3%	-16%	-15%
Cc1ccc(Cl)cc1NC(=O)NCc1cccn1Cc1ccc(F)cc1	-7%	0%	-11%
CCCCOc1ccc(C(=O)N(Cc2ccc(C(C)C)cc2)C2CCS(=O)(=O)C2)cc1 (centres undefined)	9%	?	-9%
O=C(Nc1ccc(F)cc1Cl)C1CCN(c2ncnc3c2nc2n3CCCCC2)CC1	-14%	-14%	-39%[inhibitor]
CN(C)c1ccc(NC(=O)CN2C(=O)c3ccccc3Sc3ccc(C(=O)N4CCCC4)cc32)cc1	21%	15%	i
CCN(C(=O)Cn1c(C(=O)OC)cc2sc(Cl)cc21)c1cccc(C)c1	-6%	16%	i
CC1CCN(C(=O)Cn2c(=O)n(CC3CCC(C(=O)NC(C)C)CC3)c(=O)c3sccc32)CC1 (centres undefined)	4%	6%	-9%
COc1cccc(CNC(=O)Cc2c(C)c3cc4c(C)coc4cc3oc2=O)c1	3%	3%	-11%
Cc1ccc(C)c(-c2[nH]c3c(c2-c2c(-n4cccc4)n(C)c(=O)[nH]c2=O)c(=O)[nH]c(=O)n3C)c1	3%	13%	-15%
CC(=O)C1=C(c2ccccc2)N(C(C)=O)n2c(nnc2C2CCCCC2)S1	-1%	13µM*	-12%
CCOCCCNC(=O)Cn1nc(CC)n2c(cc3c(OC)cccc32)c1=O	0%	1%	i
CCOCCCNC(=O)c1[nH]c2cc(C)ccc2c1Sc1ccc(Cl)cc1	0%	-9%	i
CCC(C(=O)NCCCN(CC)CC)n1ncn2c(cc3occc32)c1=O (centres undefined)	-3%	-14%	i
Cc1cc(C(=O)NCc2ccccc2)c2c(C)nn(-c3cccc(Cl)c3C)c2n1	-5%	9%	i
O=C(O)c1ccc(NC(=O)c2ccc(Br)c(S(=O)(=O)N3CCCC3)c2)cc1	0%	9%	i
Cc1ccc(-c2cn3c(n2)sc2cc(C(=O)NCCCc4ccccc4)ccc23)cc1	-1%	30%	-12%
COc1ccc(-c2c3c(nc4sc(C(=O)Nc5cccc(OC)c5)c(N)c24)CC(C)(C)CC3=O)cc1	-5%	-16%	-15%
CCc1ccccc1NC(=O)CCCSc1nc(-c2ccco2)cc(C(F)(F)F)n1	31%[activator]	1%	-12%
COc1ccc(C(=O)COC(=O)c2cccc(NC(=O)c3ccc(OC)c(OC)c3)c2)cc1	?	?	-37%
CCc1cccc(NC(=O)Cn2c(C(=O)OC)cc3occc32)c1	-8%	2%	i
Cc1ccc(-n2ncc(C(=O)N3CCN(c4cccc(C)c4)C(C)C3)c2C2CCN(C(=O)OC(C)(C)C)CC2)cc1 (centres undefined)	3%	7%	-4%
COc1ccc(-c2noc(-c3cc(C(C)C)[nH]n3)n2)cc1	-12%	?	i
Cc1ccc(NC(=O)[C@H]2O[C@@H]3OC(C)(C)O[C@@H]3[C@H]3OC(C)(C)O[C@H]32)cc1F	4%	11%	i
CCOc1ccc(CCNC(=O)CCc2c(C)nc3c(-c4ccccc4)c(C)nn3c2C)cc1OCC	4%	2%	0%

Entries of single compounds, quoted from the list. Order of values: HEK293 tox | GLP-1R inv ag | PTHR1 agonist
`Cc1cc(C(=O)NCc2ccccc2)c2c(C)nn(-c3cccc(Cl)c3C)c2n1` reads -5% | 9% | i
`CCOc1ccc(CCNC(=O)CCc2c(C)nc3c(-c4ccccc4)c(C)nn3c2C)cc1OCC` reads 4% | 2% | 0%
`COc1ccc(C(=O)COC(=O)c2cccc(NC(=O)c3ccc(OC)c(OC)c3)c2)cc1` reads ? | ? | -37%
`COc1ccc(-c2noc(-c3cc(C(C)C)[nH]n3)n2)cc1` reads -12% | ? | i
`Cc1ccc(-c2cn3c(n2)sc2cc(C(=O)NCCCc4ccccc4)ccc23)cc1` reads -1% | 30% | -12%

More entries follow.
SMILES	HEK293 tox	GLP-1R inv ag	PTHR1 agonist
Cc1ccc(C2CCN(C(=O)c3cnn(-c4cccc(Cl)c4)c3C3CCN(C(=O)OC(C)(C)C)CC3)C2)cc1 (centres undefined)	0%	-6%	-15%
CCCCSCCCNC(=O)c1cc(-c2cccnc2)nc2ccc(S(=O)(=O)N3CCC(C)CC3)cc12	-5%	15%	2%
C=Cc1ccc(Cn2c(C(=O)O)c(CNCc3cccs3)c3ccc(C)cc32)cc1	?	?	i
CCCc1cnc2c(c1SCC(=O)NCc1ccc(C)cc1)c(=O)n(C)c(=O)n2C	-3%	9%	i
COc1ccc(S(=O)(=O)Nc2cccc(-c3ccc(N4CCCCCC4)nn3)c2)cc1	-16%	?	-2%
O=C1C(=O)N(C2CCN(C(=O)c3ccccc3Cl)CC2)CCN1Cc1ccc(F)cc1	3%	-9%	i
CC(C)OCCCNC(=O)CSc1c2c(nc3ccc(Cl)cc13)CCCC2	-21%	-4%	-17%
CCc1ccccc1Nc1nn2c(=O)c3ccc(C(=O)NCc4cccs4)cc3nc2s1	?	-67%	-3%
CCNC(=O)C1CCN(c2nc3ccccc3nc2C(F)(F)F)CC1	4%	16%	-12%
CCc1cccc(OCC(=O)Nc2ccc(S(=O)(=O)Nc3cc(C)nc(C)n3)cc2)c1	2%	13%	-18%
Cc1ccc(C)c(Nc2nc(-c3ccccc3)c3cc(Br)ccc3n2)c1	36%	-76%	-22%
O=C(CC1C(=O)OCCN1Cc1ccccc1)Nc1ccc(F)cc1 (centres undefined)	3%	-2%	i

Of the compounds above, these contain a CF3 group:
SMILES	HEK293 tox	GLP-1R inv ag	PTHR1 agonist
CCc1ccccc1NC(=O)CCCSc1nc(-c2ccco2)cc(C(F)(F)F)n1	31%[activator]	1%	-12%
CCNC(=O)C1CCN(c2nc3ccccc3nc2C(F)(F)F)CC1	4%	16%	-12%

Additional compounds.
SMILES	HEK293 tox	GLP-1R inv ag	PTHR1 agonist
COc1ccc(-n2ncc(C(=O)N3CCN(c4ccccn4)CC3)c2C2CCN(C(=O)OC(C)(C)C)CC2)cc1	-4%	10%	i
CSc1ccc(C2c3c(-c4ccccc4O)n[nH]c3C(=O)N2Cc2ccncc2)cc1 (centres undefined)	-16%	-19%	i
CCOc1ccc(-c2nonc2NC(=O)c2oc3ccc(CC)cc3c2C)cc1	-6%	?	?
CCc1ccccc1NC(=O)CN(Cc1ccccc1)S(=O)(=O)c1ccc2nc(C)sc2c1	-6%	-1%	-9%
Cc1ccc(NC(=O)CC(c2ccc(F)cc2)N2Cc3ccccc3C2=O)cc1C (centres undefined)	7%	10%	i
CCOC(=O)c1cc2c(=O)n3ccccc3nc2n(Cc2ccco2)c1=NC(=O)c1cccc(Br)c1	416%[activator]	14%	i
CCCCNC(=O)c1nn(C)c2c1CSc1ccccc1-2	7%	?	-22%
Cc1ccc2onc(CC(=O)N(C)c3ccccc3)c2c1	1%	-3%	i
COC(=O)c1cc2oc3ccccc3c2n1CC(=O)Nc1ccc(OC)c(OC)c1OC	-22%	7%	i
CCOC(=O)c1c(S(=O)(=O)N2CCC(C(=O)N3CCN(c4cccc(C)c4C)CC3)CC2)c(C)n(C)c1C	-11%	?	-26%
CN1CC(=O)Nc2cc(C(=O)O)ccc21	-5%	6%	i
O=S(=O)(NCC(c1ccco1)N1CCOCC1)c1ccc(Br)cc1 (centres undefined)	0%	-19%	-24%
Cc1ccc(C(=O)Nc2ccc(C(=O)OCc3cc(=O)n4ccsc4n3)cc2)cc1	-11%	8%	i
CSc1ccc(CNC(=O)C2CCN(c3nc4ccccc4nc3C(F)(F)F)CC2)cc1	-9%	7%	i
Cc1ccc(C2C=C(c3ccccc3)Nc3nc(NS(C)(=O)=O)nn32)cc1 (centres undefined)	414%[activator]	11%	-18%
COc1ccc(-c2nc3scc(CCNC(=O)c4cc(OC)cc(OC)c4)n3n2)cc1	-17%	29%	-13%
COc1ccc(OC)c(NC(=O)CN(C)S(=O)(=O)c2ccc(C(=O)N3CCOCC3)s2)c1	2%	3%	-33%[inhibitor]
CCN(CC)C(=O)Cn1c(=O)n(CCCCCC(=O)NCc2ccc(C)cc2)c(=O)c2sccc21	1%	-15%	i
CCCCC(CC)CNC(=O)c1ccc(Cn2c(=O)[nH]c3cc(OC)c(OC)cc3c2=O)cc1 (centres undefined)	-1%	1%	-15%
CC(C(=O)NCc1ccccc1F)n1ccc2cc(S(=O)(=O)N3CCCC3)ccc21 (centres undefined)	4%	?	-32%
Cc1ccc(CNC(=O)c2nn(C)c3c2CSc2ccc(C)cc2-3)cc1	0%	?	-15%
Cc1ccc(NC(=O)CSc2nc3ccc(NC(=O)c4ccco4)cc3s2)c(C)c1	-18%	-24%	-20%
COCCNc1ccc(-c2nc(-c3cccc(C)c3)no2)cc1[N+](=O)[O-]	-1%	4%	i
O=C(Nc1cc(Cl)ccc1Cl)c1cc(S(=O)(=O)N2CCc3ccccc3C2)ccc1F	7%	12%	i

Given as a markdown table: part of the list above
| Structure | HEK293 tox | GLP-1R inv ag | PTHR1 agonist |
| --- | --- | --- | --- |
| Cc1ccc(C2C=C(c3ccccc3)Nc3nc(NS(C)(=O)=O)nn32)cc1 (centres undefined) | 414%[activator] | 11% | -18% |
| COc1ccc(-c2nc3scc(CCNC(=O)c4cc(OC)cc(OC)c4)n3n2)cc1 | -17% | 29% | -13% |

Additional results follow:
SMILES	HEK293 tox	GLP-1R inv ag	PTHR1 agonist
Cc1cc2c(cc3c(SCc4ccc(Cl)cc4)nncn32)o1	2%	-2%	i
CCc1ccc2occ(CC(=O)Nc3c(C(=O)Nc4ccc(OC)cc4)oc4ccccc34)c2c1	-9%	12%	-25%
CC1CCCCN1S(=O)(=O)c1ccc2c(c1)oc(=O)n2CC(=O)Nc1ccc(Cl)cc1 (centres undefined)	0%	8%	-27%
CC(C)(C)OC(=O)N1CCC(c2c(C(=O)NCc3ccco3)cnn2-c2ccc(F)cc2)CC1	0%	?	i
Cc1ccc(S(=O)(=O)c2nnn3c2nc(N2CCCC2)c2sccc23)cc1C	7%	5%	i
CCOc1ccc(NS(=O)(=O)c2ccc3[nH]cc(C(=O)N4CCCCCC4)c(=O)c3c2)cc1	1%	31%	-20%
CC(=O)Nc1ccc(NC(=O)CCS(=O)(=O)c2ccc3c(c2)CC(=O)N3C)cc1	-2%	18%	-8%
COc1ccc(NC(=O)Cn2ncc3c2-c2ccccc2OC3)cc1Cl	3%	-30%	i
Cc1ccc(N(C)S(=O)(=O)c2ccc3[nH]cc(C(=O)O)c(=O)c3c2)cc1C	-3%	7%	-18%
CCN(c1cccc(C)c1)S(=O)(=O)c1c(C)nc2sc(C)cn2c1=O	-1%	0%	i
COc1ccc(CNC(=O)CCCn2c(=O)c3cccn3c3ccc(F)cc32)cc1OC	2%	85%[activator]	-7%
COc1cccc2c1Oc1nc(-c3ccccc3)nc(SCC(=O)Nc3ccccc3)c1C2	1%	9%	-9%
CCc1cccc(C)c1Nc1c(-c2ccsc2)nc2ncccn12	82%[activator]	?	-22%
CCC(=O)N1c2ccccc2CC1C(=O)N1CCN(c2ccccc2)CC1 (centres undefined)	-5%	0%	i
Cc1noc2ncnc(NCc3ccc(Cl)cc3)c12	-6%	?	-82%[inhibitor]
O=S(=O)(c1cc(Br)c(Br)s1)N1CCN(c2ccccc2)CC1	-3%	12%	9%
COc1cc(OC)c(NC(=O)N2CCC(CN3CCOCC3)CC2)cc1Cl	-2%	5%	-7%
CCc1ccc(CSc2nc(-c3ccccc3OC)nc3c2Cc2c(CO)cnc(C)c2O3)cc1	-11%	4%	-2%
COc1ccc(CCN2C(=O)c3oc4cc(C)cc(C)c4c(=O)c3C2c2ccccc2F)cc1OC (centres undefined)	8%	6%	i
CC1CCC(NC(=O)c2ccc3c(c2)N(Cc2cccc(Cl)c2)C(=O)c2ccccc2S3=O)CC1 (centres undefined)	-11%	?	i
CCOc1ccc(NC(=O)NCc2ccc3c(c2)CCN3C(C)=O)cc1	-7%	29%	i
COc1ccc(C(CC(=O)Nc2ccc(C(C)=O)cc2)N2Cc3ccccc3C2=O)cc1 (centres undefined)	-9%	14%	-16%
Cc1cccc(NC(=O)CN2C(=O)COc3ccc(S(=O)(=O)N4CCC(C)CC4)cc32)c1C	-1%	-1%	i
CNS(=O)(=O)c1cc(-c2nnc(Nc3cc(C)ccc3C)c3ccccc23)ccc1C	2%	?	i
O=S(=O)(NCC(c1ccco1)S(=O)(=O)c1cccs1)c1ccccc1 (centres undefined)	6%	-13%	i
CCCNC(=O)c1cc2nc(-c3ccc(Br)cc3)cc(C(F)(F)F)n2n1	-7%	-6%	0%
CCc1ccc(NC(=O)Cc2csc(COc3cccc(C)c3)n2)cc1	1%	?	-9%
CCN(c1cccc(C)c1)S(=O)(=O)c1nnc(NC(=O)C2CCCCC2)s1	2%	5%	i

High-throughput results (PubChem)

A portion of the library; the hit share may differ from the screen's.
